FLuc modulator = firefly luciferase modulation, counter-screen for miR-21 project. P08659. 360,000 compounds, 6.9% hits. purified FLuc, Km substrates, luminescence inhibition. Potency, µM (series often up to 57.5 µM), for inactives: at the top dose activity change, negative = inhibition, actives largely listed as inhibitors; active = well fitted inhibition curve with a large enough effect; inconclusive = small, poorly fitted or top-dose-only effect;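 note: plate controls were vehicle for no effect and reference inhibitor for full effect; nearly all actives have a fitted effect of over 55% in size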
Target sequence (P08659 whole entry, looked up): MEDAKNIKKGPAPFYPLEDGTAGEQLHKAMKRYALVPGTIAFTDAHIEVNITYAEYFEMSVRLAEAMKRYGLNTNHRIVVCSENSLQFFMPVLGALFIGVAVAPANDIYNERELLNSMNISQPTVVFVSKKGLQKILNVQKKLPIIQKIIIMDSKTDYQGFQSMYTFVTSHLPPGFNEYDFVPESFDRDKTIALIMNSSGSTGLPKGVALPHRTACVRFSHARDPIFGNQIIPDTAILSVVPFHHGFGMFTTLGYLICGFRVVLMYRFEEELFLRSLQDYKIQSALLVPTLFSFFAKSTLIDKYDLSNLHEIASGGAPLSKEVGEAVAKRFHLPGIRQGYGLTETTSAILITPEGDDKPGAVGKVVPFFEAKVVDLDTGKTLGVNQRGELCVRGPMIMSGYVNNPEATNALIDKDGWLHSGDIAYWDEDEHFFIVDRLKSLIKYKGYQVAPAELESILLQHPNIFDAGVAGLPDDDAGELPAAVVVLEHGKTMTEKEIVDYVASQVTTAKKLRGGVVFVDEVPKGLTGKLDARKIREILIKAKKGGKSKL
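Purified P. pyralis luciferase (10nM final) with 10uM D-luciferin and 10uM ATP (Km levels) in 50mM Tris acetate pH 7.5, 10mM Mg acetate, 0.01% Tween-20, 0.05% BSA; qHTS 6-point titration, ~60 µM downward; luminescence read.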
The depositor's hits bear a star; ? = inconclusive. Potency is the fitted concentration of half-maximal effect. This is a subset; rates above refer to the full screens.

Compound,FLuc modulator
CCN(CC)c1ccc(-c2nc(-c3ccccc3C)no2)cc1[N+](=O)[O-],?
Cc1ccsc1CN(C(=O)c1oc2ccc(Br)cc2c1C)C1CCS(=O)(=O)C1 (centres undefined),0.6%
Cc1ccc(CNCc2ccccc2Cl)s1,-5.4%
COC(=O)c1c(SCC(=O)Nc2cc(OC)cc(OC)c2)[nH]c2ccc(C)cc2c1=O,-13.3%
CCOC(=O)c1c(C)oc2ccc(N(C(=O)c3ccncc3)S(=O)(=O)c3ccc(F)cc3)cc12,-9.4%
CCc1ccc(-n2nnc(-c3nsc(NC(=O)c4ccccc4Cl)n3)c2C)cc1,?
COc1cc(C2CC(=O)Nc3ccc4ccccc4c32)ccc1OC(=O)C(C)C (centres undefined),-11.3%
CCCCN(CCCC)c1ncnc2c1cnn2-c1cccc(C)c1,-8.3%
O=C(Nc1cccc(Cl)c1)c1ccc(F)c(S(=O)(=O)N2CCC3(CC2)OCCO3)c1,-2.0%
Cc1ccc2c(c1)N(CC(=O)NCCc1ccccc1)C(=O)CO2,-8.4%
CCn1c(=O)n(-c2ccc(F)c(Cl)c2)c(=O)c2c3c(sc21)CN(C(C)=O)CC3,2.8%
CCc1nn2c(=O)cc(COC(=O)C(c3ccccc3)c3ccccc3)nc2s1,7.1%
CC(=O)Nc1ccc(-c2nnc3n(Cc4ccc(C)cc4)c(=O)c4ccccc4n23)cc1,0.2%
CC(C)Oc1ccc(C(=O)Nc2c(C(=O)Nc3cccc(F)c3)oc3ccccc23)cc1,?
CCOc1ccccc1C1CC(=O)Oc2c1c(=O)n(C)c1ccccc21 (centres undefined),-11.6%
CCc1ccc(-n2nc(C)c3c(C(=O)N4CCN(c5ccccc5)CC4)cc(C)nc32)cc1,-0.7%
Cc1cc2c(cc1S(=O)(=O)C(C)CC(=O)NC1CCC(C)CC1)OCC(=O)N2 (centres undefined),2.0%
O=C(CSc1nnc(-c2ccccc2F)o1)Nc1cccc(C(F)(F)F)c1,-12.9%
COc1cc(Br)ccc1C1C(C(=O)Nc2ccc(C)cc2C)=C(C)Nc2nnnn21 (centres undefined),0.5%
Cc1cc(C)cc(NC(=O)CSc2nccn2-c2ccccc2)c1,-18.6%
CC1Cc2cc(S(=O)(=O)CCC(=O)Nc3ccc(F)cc3)ccc2N1C(=O)C1CC1 (centres undefined),0.0%
CC(=O)N1CCCC1c1nc2ccccc2n1Cc1ccccc1 (centres undefined),-2.1%
Cc1cccc(OCc2cc(=O)n3c(-c4ccccc4)csc3n2)c1C,-1.8%
C#CCSc1nc2sc3c(c2c(=O)n1-c1cccc(OC)c1)CCN(C(C)=O)C3,-13.1%
CCOC(=O)CC(NC(=O)CCc1c(C)nc2c(c(C)nn2-c2ccc(C)c(C)c2)c1C)c1ccc(C)cc1 (centres undefined),-5.8%

The last 3 entries of the part before lead into the next:
Compound,FLuc modulator
Cc1cccc(OCc2cc(=O)n3c(-c4ccccc4)csc3n2)c1C,-1.8%
C#CCSc1nc2sc3c(c2c(=O)n1-c1cccc(OC)c1)CCN(C(C)=O)C3,-13.1%
CCOC(=O)CC(NC(=O)CCc1c(C)nc2c(c(C)nn2-c2ccc(C)c(C)c2)c1C)c1ccc(C)cc1 (centres undefined),-5.8%
CCOC(=O)Cn1c(=O)n(C2CCCCC2)c2nc(-c3ccc(OC)cc3)nc(C(N)=O)c21,-0.3%
CCOC(=O)Cn1c(=O)oc2cc(S(=O)(=O)Nc3ccccc3F)ccc21,-2.1%
Cc1ccc(Cl)cc1N1CCN(CCCNC(=O)c2ccc3nc(N4CCCCC4)sc3c2)CC1,?
COc1cccc(NC(=O)c2ccc3nc(Cc4ccccc4)oc3c2)c1,-16.8%
CCCCc1nn2c(=O)cc(COC(=O)c3ccccc3NC(=O)c3ccccc3OC)nc2s1,-8.1%
Cc1nc(SCC(=O)Nc2nsc(-c3ccc(C(C)(C)C)cc3)n2)c2c3c(sc2n1)CCCC3,2.8%
O=C(Nc1ccc(F)c(Cl)c1)C1CCCN1S(=O)(=O)c1ccc(F)cc1 (centres undefined),-8.9%
COc1cc(C2C(=O)N(C3CCCCC3)CC(=O)N2C2CCCCC2)ccc1OC(C)C (centres undefined),-7.7%
Cc1ccc(CNc2nccn(-c3cc(C)cc(C)c3)c2=O)cc1,-1.7%
COc1ccc(NC(=O)c2nc3nc(C)cc(C(F)F)n3n2)c(C)c1,-6.0%
Cc1ccc2occ(CC(=O)N(Cc3ccc(N(C)C)cc3)C3CCS(=O)(=O)C3)c2c1 (centres undefined),3.9%
Cc1ccc(S(=O)(=O)c2cn(Cc3ccccc3F)c3cc4c(cc3c2=O)OCO4)cc1,3.7%
CCCCNC(=O)Cn1c(=O)cc(C)c2c(C)nn(-c3cccc(Cl)c3C)c21,-5.7%
CN(C)CCNC(=O)CN1N=C(c2ccccc2)CCC1=O,0.6%
CCCC(=O)NCC(c1ccc2c(c1)OCO2)N1CCN(c2ccc(F)cc2)CC1 (centres undefined),-5.0%
Cc1ccc(C)c(N2CCN(C(=O)Cn3c(-c4cccs4)cc4ccccc43)CC2)c1,-6.6%
CSc1ccc(CNC(=O)Cn2ccc3cc(S(=O)(=O)N4CCCC4)ccc32)cc1,1.8%
COc1ccc(C)cc1NC(=O)c1ccc(=O)n(Cc2ccccc2)c1,0.9%
CCN(CC)S(=O)(=O)c1ccc2c(c1)N(CC(=O)Nc1cccc(C#N)c1)C(=O)CO2,6.3%
COc1cccc(CN2C(=O)c3ccccc3C2C(=O)NCCc2ccccc2)c1 (centres undefined),-5.0%
CCc1ccc(CNC(=O)Cn2nc(C)n3c(cc4cc(C)ccc43)c2=O)cc1,-1.2%
COc1cccc(-n2c(=O)c3sc4ccccc4c3n(CC(=O)Nc3ccc(F)cc3F)c2=O)c1,0.3%
O=c1c(=O)n(-c2ccccc2)ccn1Cc1cccc(C(F)(F)F)c1,-0.4%
CCOc1ccc(C2C(C(=O)OC)=C(C)NC3=C2C(=O)c2ccccc23)cc1OC (centres undefined),?
CCC(=O)N1CCc2cc(Br)cc(S(=O)(=O)N3CCCC(C(=O)Nc4ccc(C)c(F)c4)C3)c21 (centres undefined),-12.2%

Part of the list above, with each value named.
> Cc1ccc(Cl)cc1N1CCN(CCCNC(=O)c2ccc3nc(N4CCCCC4)sc3c2)CC1
  FLuc modulator: ?
> COc1cccc(NC(=O)c2ccc3nc(Cc4ccccc4)oc3c2)c1
  FLuc modulator: -16.8%

Further records
Compound,FLuc modulator
CCOc1ccc(OCC(=O)NCCS(=O)(=O)N2CCN(c3ccccc3F)CC2)cc1,-6.4%
CC(CCc1ccccc1)NC(=O)Cn1c(=O)nc(-c2ccccc2)c2ccccc21 (centres undefined),-15.6%
COc1ccccc1N1CCN(S(=O)(=O)c2ccc(F)c(C(=O)Nc3ccc(C)c(F)c3)c2)CC1,-2.8%
COc1ccc(-n2nc(C(=O)N(C)c3cccc(C(F)(F)F)c3)c3c4ccccc4n(C)c3c2=O)cc1,1.1%
CSc1ccc(CCNC(=O)C(C)n2c(C)c3cnn(-c4ccccc4)c(=O)c3c2C)cc1 (centres undefined),0.9%
COc1ccc(-c2cc3ccc(O)c(CN4CCCC(C)C4)c3oc2=O)cc1 (centres undefined),4.5%
Cc1ccc(C)c(N2CCN(C(=O)Cc3c(C(=O)O)c(C)cn3C)CC2)c1,-18.7%
CC(C)c1ccc(OCC(=O)Nc2cc(-c3nc4ncccc4o3)ccc2Cl)cc1,0.5%
CCOC(=O)c1ccc(NC(=O)C2CCCN(c3ncnc4onc(C)c34)C2)cc1 (centres undefined),-0.4%
CCOC(=O)c1c(C)oc2nc(C)nc(NCc3ccc(F)cc3)c12,5.4%
CCN(C(=O)C(Cc1ccccc1)NS(=O)(=O)c1cccc2nsnc12)c1ccccc1 (centres undefined),-13.9%
Cc1cc(N2CCC(C(=O)Nc3ccc(F)cc3F)CC2)n2nc(C)c(-c3ccc(Cl)cc3)c2n1,4.4%
CCOC(=O)c1ccc(NC(=O)c2cc3sccc3n2Cc2ccc(Cl)cc2)cc1,-0.5%
COc1ccc(S(=O)(=O)c2cn(C)c3cc(N4CCCCCC4)c(F)cc3c2=O)cc1,6.7%
CCOC(=O)c1ccc(N2C(=O)c3n[nH]c(-c4cccs4)c3C2c2cccc(F)c2)cc1 (centres undefined),-8.0%
O=c1c(N2CCCCC2)csc2ccc(F)cc12,6.01µM*
CC(=O)c1cccc(NC(=O)CN2C(=O)CCc3cc(S(=O)(=O)N4CCCCC4)ccc32)c1,-4.7%
Cc1ccc(S(=O)(=O)Nc2ccc3nc(-c4ccc(F)cc4)oc3c2)cc1,?
COC(=O)c1cc2oc3ccccc3c2n1Cc1cc(C)ccc1C,-5.2%
COc1cc2c(cc1OC)n(CC(=O)Nc1ccc(C)cc1C)c(=O)n1nc(-c3ccccc3)nc21,0.9%
CCc1ccc(NC(=O)Cn2nc3c4ccccc4n(Cc4ccccc4)cc-3c2=O)cc1,-2.2%
CC(=O)Nc1ccc(C(=O)CSc2nnc(-c3ccccc3)n2-c2ccccc2)cc1,0.2%
COC(=O)c1ccccc1NC(=O)N1CCC(N2CCN(Cc3ccc(F)cc3)C(=O)C2=O)CC1,-7.5%
Cc1ccc(-n2c(=O)c3cccnc3n2CC(=O)Nc2cc(Cl)ccc2C)cc1,-7.5%
COC(=O)c1ccc(NC(=O)n2ncc3c(C)cccc32)cc1,-1.3%
Cn1nccc1C(=O)NCc1ccc2c(c1)CCN2C(=O)c1ccccc1,-11.0%
CCOc1ccccc1NC(=O)CN1c2ccccc2S(=O)(=O)c2ccccc21,-9.8%
CCc1ccc(CNC(=O)c2ccc3c(c2)nc2n3CCC(C)C2)cc1 (centres undefined),?
Cc1ccc(OCC(=O)Nc2ccc(S(=O)(=O)Nc3ncccn3)cc2)c(C(C)(C)C)c1,?
CCc1ccc(NC(=O)CSc2nc3c(c(=O)[nH]2)CN(Cc2ccc4c(c2)OCO4)CC3)cc1,0.3%
Cc1nn(-c2ccccc2)c(-n2cccc2)c1C(=O)N1CCN(c2ccccc2)CC1,1.6%
COc1cccc(NC(=O)CCc2nnc3n(CC(C)C)c(=O)c4ccccc4n23)c1,3.7%
O=C(NC1CC(=O)N(c2cccc(F)c2)C1)c1ccc(S(=O)(=O)N2CCOCC2)cc1 (centres undefined),-0.4%
COc1ccc(Cn2cc(C(=O)c3ccc(C)c(C)c3)c(=O)c3ccccc32)cc1,-14.9%
Cc1cccc(-c2nc(SCCCOc3cc(C)c(Cl)c(C)c3)n3[nH]c(=O)cc3n2)c1,-4.1%
Cc1ccc(CCNC(=O)c2ccc(CSc3nc4ccncc4n3Cc3ccc(F)cc3)cc2)cc1,0.4%
Cc1nnc(NCc2ccccc2)c2c1nnn2Cc1ccccc1Cl,-0.7%
CCc1ccc(NC(=O)CSc2nc(-c3cccc(OC)c3)nc3c2Cc2c(CO)cnc(C)c2O3)cc1,-6.5%
COc1cc2c(cc1NC(=O)COc1ccc(Br)cc1)oc1ccccc12,-2.9%
CCOc1ccccc1CNC(=O)C1CCN(S(=O)(=O)c2c(C)noc2/C=C/c2ccccc2F)CC1,1.7%
CC(=O)c1ccc(NC2=NS(=O)(=O)c3ccccc32)cc1,?
CCN1CCN(Cc2c(O)ccc3oc(C)c(C(=O)Nc4ccc(C)cc4C)c23)CC1,5.5%
O=C(O)Cc1sc(Nc2ccccc2)nc1-c1ccccc1,?
CCc1ccc(N2CCn3c2nc2c3c(=O)n(Cc3ccc(F)cc3)c(=O)n2C)cc1,9.53µM*
Cc1cccc(C(=O)Nc2cccc(C(=O)OCc3cc(=O)n4c5c(sc4n3)CCCC5)c2)c1,?
Cc1cccc(-c2nc(CCNC(=O)c3ccccc3Br)cs2)c1,?
O=C(CCS(=O)(=O)c1ccc(Br)s1)Nc1cc(C(F)(F)F)cc(C(F)(F)F)c1,-20.0%
CC1=C(C(N)=O)C(c2cccc(C)c2)n2nc(-c3ccc(Cl)cc3)nc2N1 (centres undefined),?
COc1ccc(-c2ccc(=O)n(CC(=O)Nc3ccc(OC)c(OC)c3)n2)cc1,3.1%
Cc1ccc2c(=O)cc(C(=O)Nc3sc4c(c3C(=O)NCc3ccco3)CCC4)oc2c1C,-1.9%

(list continues)
Compound,FLuc modulator
Cc1ccc(Cn2cc(S(=O)(=O)c3cccc(Cl)c3)c(=O)c3cc(F)c(N4CCOCC4)cc32)cc1,1.0%
CCc1ccc(CNC(=O)c2ccc3c(c2)N=C(C)c2cc(C)ccc2S3)cc1,-2.6%
COC(=O)CC1Oc2ccccc2-n2cc(-c3ccccc3)nc21 (centres undefined),-15.8%
Cc1ccc(S(=O)Cc2nc(-c3ccc(C(=O)NCc4cccc(C)c4)cc3)oc2C)cc1 (centres undefined),0.5%
COc1ccc(OC)c(CNC(=O)C2CCN(S(=O)(=O)c3ccc4[nH]c(=O)oc4c3)CC2)c1,-12.7%
COc1cc(-c2ccno2)ccc1S(=O)(=O)N1CCN(c2ccc(F)cc2)CC1,-0.3%
CN(C)c1ccc(-n2c(CCC(=O)O)ccc2-c2ccccc2)cc1,?

Given field by field: 2 of the compounds above
CN(C)c1ccc(-n2c(CCC(=O)O)ccc2-c2ccccc2)cc1
  FLuc modulator: ?

COc1cc(-c2ccno2)ccc1S(=O)(=O)N1CCN(c2ccc(F)cc2)CC1
  FLuc modulator: -0.3%

Assay outcomes from PubChem BioAssay.
